DT40 TDP1 CPT = DT40-hTDP1 cell growth loss with CPT; chicken DT40 Tdp1-/-;hTDP1 cells + 20 nM CPT, ATP luminescence, 48 h; Potency, µM (doses to about 46.2 µM), for the others: at the highest dose activity change, negative = growth inhibition, actives largely listed as inhibitors; actives 12% (n = 420,000); also: nearly all actives have a fitted effect of over 55% in size
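Chicken DT40 Tdp1-/- cells complemented with human TDP1, 400 cells/well, exposed to compounds plus 20 nM camptothecin for at least 48 h at 37 C; viability read as ATP content by CellTiter-Glo luminescence.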
DT40 TDP1 no CPT = qHTS for Inhibitors of human tyrosyl-DNA phosphodiesterase 1 (TDP1): qHTS in cells in absence of CPT; Potency, µM (doses to about 46.2 µM), for inactives: at the top dose activity change, negative = growth inhibition, actives largely listed as inhibitors; DT40 Tdp1-/- hTDP1 cells, no CPT, ATP luminescence, 48 h; actives 15% (n = 420,000); also: nearly all actives have a fitted effect of over 55% in size
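Growth of hTDP1-complemented DT40 Tdp1-knockout cells is measured by ATP luminescence after at least 48 hr compound exposure at 37 °C, with DMSO substituting for the 20 nM CPT used in the parallel screen.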
GCN5L2 inh = blocks human GCN5L2 histone acetyltransferase; Q92830; GCN5L2 HAT assay, ThioGlo1 CoA-SH fluorescence; Potency, µM (series often up to 58.9 µM), inactives show top-dose activity change, negative = inhibition, most hits filed as inhibitors; actives 0.21% (n = 390,000); AID 504327
Target sequence (Q92830 whole entry, looked up): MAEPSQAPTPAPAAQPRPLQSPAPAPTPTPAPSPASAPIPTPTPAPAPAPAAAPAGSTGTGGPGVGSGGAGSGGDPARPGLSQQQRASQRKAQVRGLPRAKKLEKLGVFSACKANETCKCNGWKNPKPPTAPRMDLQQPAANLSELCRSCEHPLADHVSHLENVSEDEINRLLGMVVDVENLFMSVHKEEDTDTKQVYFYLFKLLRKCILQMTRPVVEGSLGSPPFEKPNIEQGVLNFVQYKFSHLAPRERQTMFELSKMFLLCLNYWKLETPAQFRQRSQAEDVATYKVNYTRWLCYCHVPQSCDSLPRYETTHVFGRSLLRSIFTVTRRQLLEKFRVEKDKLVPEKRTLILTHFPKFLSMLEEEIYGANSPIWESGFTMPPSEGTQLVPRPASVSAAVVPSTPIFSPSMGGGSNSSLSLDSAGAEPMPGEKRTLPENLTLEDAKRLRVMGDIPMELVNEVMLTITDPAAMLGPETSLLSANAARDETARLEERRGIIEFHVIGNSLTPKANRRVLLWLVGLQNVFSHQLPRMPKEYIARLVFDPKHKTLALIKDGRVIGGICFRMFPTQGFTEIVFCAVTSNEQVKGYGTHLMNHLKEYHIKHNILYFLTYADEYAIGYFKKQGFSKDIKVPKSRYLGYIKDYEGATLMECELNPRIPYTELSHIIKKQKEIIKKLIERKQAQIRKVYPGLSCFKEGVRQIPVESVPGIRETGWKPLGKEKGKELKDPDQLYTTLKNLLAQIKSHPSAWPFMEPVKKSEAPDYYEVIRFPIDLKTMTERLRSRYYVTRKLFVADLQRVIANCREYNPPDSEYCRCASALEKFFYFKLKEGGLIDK
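Enzyme at 20nM final was mixed with library compounds for 15 min at room temperature. Peptide H3(1-25) at 75uM, acetyl-CoA at 70uM and ThioGlo1 at 50uM were then added. Plates were read immediately and after 20 min (Ex340nm/Em540nm).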
* = called active by the depositor; u = inconclusive; x = no result given; & = joins results of further samples; [ ] = remark or other dose. Calls follow the shape of the dose curve; as a rule, active = well fitted curve in the direction sought with a large enough effect; inconclusive = small, poorly fitted or top-dose-only effect, or another doubt; inactive = no such curve, though single readings can be large; an effect the other way counts as inactive or inconclusive. % is scaled to controls: 0 for no effect and ±100 for the full control effect; potency is read from the fitted curve at half-maximal effect. Not all compounds are listed; rates above refer to the full screens.

SMILES	DT40 TDP1 CPT	DT40 TDP1 no CPT	GCN5L2 inh
Cc1cccc(OCCn2c(-c3ccc(Cl)cc3)nc3ccccc3c2=O)c1	-10%	0%	19%
COc1ccc(NC(=O)CN(c2ccc(C)cc2)S(C)(=O)=O)c(OC)c1	-5%	-14%	-12%
CN(C)C(=O)c1ccc(-c2nccc(NCc3cccnc3)n2)cc1	11%	2%	-2%
CCC(C)(c1nnnn1-c1c(C)cccc1C)N(N=O)c1ccccc1Cl (centres undefined)	u	u	-7%
CC(=O)Nc1c(C(=O)N2CCN(c3ccccn3)CC2)cnn1-c1ccc(C)cc1	-29%	-24%	3%
CCCN(CC1CC1)c1nc(C)nc(Nc2c(Cl)cc(Cl)cc2Cl)c1Cl	u	u	-8%
CC(C)[C@H](CO)Nc1nc(Nc2ccc(Cl)c(C(=O)O)c2)c2ncn(C(C)C)c2n1	1%	-4%	-2%
COc1cccc(/C=N\NC(=O)c2sc(N)nc2C)c1OC	u	u	2%
O=C(c1cccc(S(=O)(=O)NCCOc2ccccc2)c1)N1CCN(c2ncccn2)CC1	26µM*	23µM*	-3%
ClC(Cl)(Cl)C1=NCc2nnn(Cc3ccccc3)c2N1	-5%	-2%	x
Cn1c(=O)c2cc(NC(=O)NCCc3cccs3)ccc2n1-c1ccc(C(C)(C)C)cc1	u	u	x
Cc1oc(-c2ccccc2)nc1C(=O)OCC(=O)NC(=O)NCC(C)C	-15%	-24%	-3%
NC(=O)Cn1c(S(=O)(=O)Cc2ccccc2)nc2ccccc21	-9%	20%	x
CCSc1nnc(NC(=O)C2CC=CCC2C(=O)O)s1 (centres undefined)	-14%	-1%	-3%
CCOC(=O)C1CCN(C(=O)COC(=O)c2c(C)c(CC)nc3ccccc23)CC1	u	u	0%
Cc1ccc2c(c1)N(C(=O)CCC(=O)N1CCC(C(N)=O)CC1)CCO2	-1%	-9%	-6%
O=C(O)C[C@H]1c2ccccc2S(=O)(=O)N1C1CCCC1	u	-17%&-82%	x
O=C(Nc1cccc(F)c1)c1ccc(CSc2ccccc2)o1	-2%	-21%	2%
CC(=O)c1csc(Nc2ccccc2Cl)n1	2%	12%	-2%
Cc1ccc(CN2CCC(CO)(CC3CCCCO3)CC2)o1 (centres undefined)	16%	-2%	5%
COc1ccc(-c2nc(CS(=O)(=O)CC(=O)Nc3ccc(Cl)cc3)c(C)o2)cc1	10µM*	21µM*	1%
CC1(C(=O)NCc2ccc(F)c(F)c2)Cc2c(-c3ccccc3)ccnc2O1 (centres undefined)	10µM*	6.5µM*	x
O=C(c1cccc(F)c1)N(Cc1nc2ccccc2c(=O)[nH]1)C1CCCC1	u	u	-7%
Cc1nn(C)c2c1c(-c1ccccc1)cc(=O)n2Cc1ccccc1C#N	23µM*	u	10%
O=C1CC(N2CCC(C(=O)N3CCCCC3)CC2)C(=O)N1 (centres undefined)	6%	-14%	0%
New compounds follow
SMILES	DT40 TDP1 CPT	DT40 TDP1 no CPT	GCN5L2 inh
CCNc1ccc(S(=O)(=O)N(C)C)cc1NCC(=O)Nc1ccccc1F	-11%	u	0%
Cc1ccc(S(=O)(=O)N2CCN(C(=O)c3cc(S(=O)(=O)N(C)C)ccc3N3CCCC3)CC2)cc1	-12%	-29%	-4%
CN(Cc1ccccc1)C(=O)COC(=O)c1cc(=O)c2ccccc2o1	4%	-9%	-7%
COc1ccc(C(CC(=O)NCc2ccco2)c2ccc(F)cc2)cc1 (centres undefined)	-26%	-4%	-10%
CCc1ccc(-c2cc(C)no2)cc1S(=O)(=O)N1CCOc2ccc(C)cc21	u	u	-7%
Cc1cccc(N2CCN(C(=O)C3CCCN(C(=O)c4cc5sccc5n4C)C3)CC2)c1C (centres undefined)	23µM*	23µM*	-7%
N#CCC(=O)N/N=C1\CCCCC1C1CCCCC1 (centres undefined)	14%	-5%	4%
COC(=O)c1ccccc1NC(=O)CSc1ccccn1	3%	-11%	-14%
O=C(NCC1CCCCC1)c1cc(S(=O)(=O)N2CCCCC2)ccc1Cl	u	-26%	-10%
Cc1c(CC(=O)NCCCC(=O)O)c(=O)oc2cc3occ(-c4ccccc4)c3cc12	22%	-24%	-2%
CC1CCN(C(=O)CN2c3cccc4cccc(c34)S2(=O)=O)CC1	-25%	-10%	-5%
C=CCn1cccc(C(=O)Nc2ccc(OC)c(OC)c2)c1=O	11%	-27%	-9%
O=C(NCCC1CCCCN1S(=O)(=O)c1cccs1)C(=O)Nc1ccccc1F (centres undefined)	u	23µM*	-8%
COc1ccc(N(CC(=O)NCCSCc2cccc(Cl)c2)S(C)(=O)=O)cc1Cl	-21%	-22%	-12%
CC(C)NC(=O)N1CCC(c2nc3ccccc3s2)CC1	-9%	-26%	24%
COc1cc(NC(=O)COC(=O)/C=C/c2c(C)nn(-c3ccc(F)cc3)c2Cl)cc(OC)c1	-76%	u	-6%
O=[N+]([O-])c1ccc(Oc2ccc(F)cc2Br)c2ccncc12	18µM*	23µM*	-4%
Cc1ncoc1C(=O)N1CCCC(CCC(=O)NCc2ccccc2F)C1 (centres undefined)	u	21µM*	-1%
CC(C)OC(=O)CSc1nc2cccnc2n1-c1ccc(F)cc1	-20%	-15%	-5%
CCOC(=O)C1CCCN(c2ccc(NC(=O)c3snc4c(=O)[nH]c(C)nc34)cc2)C1 (centres undefined)	-28%	-20%	2.5µM*
C=CC[C@]12C=C(OC)C(=O)C=C1O[C@@H](c1ccc3c(c1)OCO3)[C@H]2C	1%	-17%	x
[O-][n+]1onc2c1CCc1nnccc1-2	-8%	10%	-6%
O=C(O)CCn1c(=O)n(CCC(=O)O)c(=O)n(CCC(=O)O)c1=O	3%	-2%	0%
CC[C@H]1C/C=C\Cc2ccccc2[C@@H](C(=O)C[C@@H](O)CC(C)=O)OC1=O	-22%	-20%	-3%
Cc1cc(C)nc(NS(=O)(=O)c2ccc(NCN3C(=O)c4ccccc4C3=O)cc2)n1	-12%	-6%	x
The list continues:
SMILES	DT40 TDP1 CPT	DT40 TDP1 no CPT	GCN5L2 inh
Cc1cccc(NS(=O)(=O)c2ccc(C(=O)N3CC(C)OC(C)C3)cc2)c1C (centres undefined)	u	u	3%
O=C(CCCn1c(=O)oc2ccccc21)Nc1cccnc1	-2%	-2%	-1%
CCOC(=O)N1CCC2(CC1)CC(=O)c1c(ccc3oc(C(=O)O)c(C)c13)O2	-2%	-12%	-20%
COc1cccc(C2=CC(=O)C[C@H](c3ccc(Cl)cc3)C2)c1	u	u	-7%
CS(=O)(=O)Oc1ccc2c(c1)O/C(=C\c1cccc([N+](=O)[O-])c1)C2=O	-4%	-12%	-17%
COc1ccc(C)cc1NC(=O)CN(c1cc(C(F)(F)F)ccc1Cl)S(C)(=O)=O	u	16µM*	-2%
COc1ccc(OC)c(C=Nc2ccccc2-c2nc3ccccc3[nH]2)c1	7%	u	-6%
COCCOC1CCN(C(=O)c2ccc(OC)c(OC3CCN(C(C)C)CC3)c2)CC1	-5%	8%	-3%
CC1(NC(=O)Nc2cc([N+](=O)[O-])ccc2O)CCS(=O)(=O)C1 (centres undefined)	11%	18%	-3%
CCCNS(=O)(=O)c1ccc(Oc2ncc(C(F)(F)F)cc2Cl)cc1	-29%	u	-5%
COC(=O)c1oc2ccc(Br)cc2c1NC(=O)c1ccccc1	u	u	-5%
O=[N+]([O-])c1cc(S(=O)(=O)Nc2ccccc2)ccc1NCc1cccnc1	-27%	u	-14%
C[C@@H]1CN([C@H](C)CO)C(=O)c2cc(C#CC3CC3)cnc2O[C@H]1CN(C)S(C)(=O)=O	-13%	-16%	x
CCOc1ccc(CNC(=O)c2ccc(-c3nc(CSc4ccc(C)cc4)c(C)o3)cc2)cc1	u	u	2%
C=C1CCN([C@@H](C)C(=O)NCc2ccc(Cl)cc2)S(=O)(=O)c2ccccc21	u	u	u
Cc1cccc(-c2cnc(C(O)Cc3ccccc3)[nH]2)c1 (centres undefined)	16µM*	u	x
CN(CC(=O)Nc1ccc(F)cc1)C(=O)COC(=O)CNC(=O)c1ccc(Cl)cc1Cl	4%	-2%	3%
O=C(NNC(=O)c1ccc2c(c1)OCO2)NC1CCCCC1	11%	0%	-19%
Oc1c(Br)cc(Br)cc1CNc1cccc2cccnc12	16µM*	u	-5%
CC(C)CN(C(=O)c1ccc(N2CCCC2=O)cc1)C1CCS(=O)(=O)C1 (centres undefined)	13%	-4%	-13%
NS(=O)(=O)c1ccc(CNS(=O)(=O)c2cccc3nonc23)cc1	3%	-3%	-11%
CCOC(=O)c1c(C)[nH]c(C)c1C(=O)CSc1ncccn1	3%	-5%	0%
COC(=O)c1sc(=S)n(-c2ccc(Cl)cc2)c1C	-12%	u	-12%
O=C(CSc1ncnc2ccccc12)c1ccc2c(c1)OCCO2	18µM*	18µM*	-11%
Cc1cccc(C)c1NC(=O)C(C1CC1)n1c(=O)c(-c2ccccc2)nc2ccccc21 (centres undefined)	u	u	x

Copied from the list.
DT40 TDP1 no CPT result of CCOC(=O)N1CCC2(CC1)CC(=O)c1c(ccc3oc(C(=O)O)c(C)c13)O2 stands at -12%
GCN5L2 inh result of CN(CC(=O)Nc1ccc(F)cc1)C(=O)COC(=O)CNC(=O)c1ccc(Cl)cc1Cl stands at 3%

Next part
SMILES	DT40 TDP1 CPT	DT40 TDP1 no CPT	GCN5L2 inh
C=CCOC(=O)C1=C(C)NC(=O)NC1c1ccc(Cl)cc1 (centres undefined)	-21%	-13%	-1%
COc1ccc(CC(NC(C)=O)C(=O)NC2CCN(S(=O)(=O)c3ccc(NC(C)=O)cc3)CC2)cc1OC (centres undefined)	-22%	u	-1%
COc1ccc2c(c1)C(=O)N(c1ccccc1C)C(=O)C2(C)C	-17%	-26%	-3%
COc1ccc(OCC(=O)OCCNC(=O)c2cccnc2)cc1	3%	0%	19%
COc1ccccc1N(C)S(=O)(=O)c1ccc(C(=O)NCC2CCCCC2)cc1	u	18µM*	-8%
O=C1/C(=C/c2ccccc2)SC(=S)N1C1CCS(=O)(=O)C1 (centres undefined)	23µM*	u	-3%
COc1cc2c(cc1NC(=O)COc1cc(C)ccc1C)oc1ccccc12	-14%	-7%	-2%
Cc1ccc(-n2c(SCC(=O)O)nc3sc4c(c3c2=O)C(C)CCC4)cc1 (centres undefined)	3%	2%	32%[activator]
COc1ccc(N2C(=O)c3ccccc3S2(=O)=O)cc1	-14%	22%	14%
Cc1ccc(N2CCN(C3C(=O)Nc4ccccc4-n4nnnc43)CC2)cc1 (centres undefined)	-30%	u	x
COc1ccccc1-c1nc2cc(NC(=O)c3ccccc3Cl)ccc2o1	u	u	-3%
CCCC1NC(=O)c2cc3ccccc3cc2-n2c1nc1cc(F)ccc1c2=O (centres undefined)	u	21µM*	x
CCOC(=O)C1=C(CSc2nc3c(cc2C#N)CN(C)CC3)OC(N)=C(C#N)C1c1ccc(Cl)cc1 (centres undefined)	u	u	-9%
Cc1ccc(NC(=O)N2CC=C(c3c[nH]c4ccccc34)CC2)cc1Cl	18µM*	10µM*	1%
Cc1ccc(-n2ncc(C(=O)NCC3CCN(C4CCCC4)C3)c2C2CCN(C(=O)OC(C)(C)C)CC2)cc1 (centres undefined)	u	u	-4%
CC1CCCCN1CCCNC(=O)CCCN1C(=O)c2cccnc2Sc2ccccc21 (centres undefined)	-6%	18%	-2%
O=c1c(CCc2ccccc2)nc2cnc(Nc3ccccc3)nc2n1C[C@H]1CCCO1	18%	5%	-7%
COC(=O)c1ccccc1NC(=O)CSc1nccn1C	-3%	-18%	-3%
CCCC(C)NC(C)C(=O)NC1CCCC1 (centres undefined)	-6%	-7%	2%
COCCCn1c(C(=O)Nc2ccc3c(c2)OCO3)cc2c(=O)n3cccc(C)c3nc21	u	12µM*	x
CC(C)CCNC(=O)Cc1ccc(Nc2nc(=S)[nH]c3ccccc23)cc1	-18%	u	-7%

As a working copy, six of the compounds above:
SMILES	DT40 TDP1 CPT	DT40 TDP1 no CPT	GCN5L2 inh
COc1ccccc1N(C)S(=O)(=O)c1ccc(C(=O)NCC2CCCCC2)cc1	u	18µM*	-8%
O=C1/C(=C/c2ccccc2)SC(=S)N1C1CCS(=O)(=O)C1 (centres undefined)	23µM*	u	-3%
COc1cc2c(cc1NC(=O)COc1cc(C)ccc1C)oc1ccccc12	-14%	-7%	-2%
Cc1ccc(-n2c(SCC(=O)O)nc3sc4c(c3c2=O)C(C)CCC4)cc1 (centres undefined)	3%	2%	32%[activator]
COc1ccc(N2C(=O)c3ccccc3S2(=O)=O)cc1	-14%	22%	14%
Cc1ccc(N2CCN(C3C(=O)Nc4ccccc4-n4nnnc43)CC2)cc1 (centres undefined)	-30%	u	x
